Source: PubChem (several laboratories)
KRASV12 cytotoxicity – viability loss of HPDE-C7K cells – cell-based, fluorescence, HTS, primary screen (AID 431) | HPDE-C7K KRASV12 cells, Alamar Blue viability, 48 h; higher % means a stronger effect | 63,000 compounds, 1.7% hits | cytotoxicity, % at 10 µM, or EC50 in µM where a hit was titrated;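 active = compounds whose percent cytotoxicity in the single-dose primary screen, scaled between solvent and toxic-drug controls, exceeds 50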;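 also: 0% = DMSO solvent wells and 100% = doxorubicin-treated wells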
TNAP inhibition – inhibition of tissue-nonspecific alkaline phosphatase – biochemical, luminescent (AID 518) | purified TNAP enzyme, luminescent substrate readout; higher % means a stronger effect | inhibition, % at 20 µM; hits with a dose series show IC50 in µM | 64,000 compounds, 0.09% hits; in the data active = a potency from the dose series; inactive = the rest, 99 in 100 with inhibition below about 22%;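 also: plate controls were vehicle for no effect and reference inhibitor for full effect; many of its hits are not listed in these tables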
Bfl-1 inhibitors – Bfl-1 inhibitors, primary screen, biochemical, fluorescence polarization, FITC-Bid, mouse (AID 432); FITC-Bid BH3 peptide fluorescence polarization displacement; higher % means a stronger effect; 64,000 compounds, 0.02% hits; displacement, % at 20 µM, or IC50 in µM where a hit was titrated; in the data active = a potency from the dose series; inactive = the rest, 99 in 100 with displacement below about 15%; also: strong numbers were not always called active
LYP phosphatase – LYP phosphatase inhibitors, primary screen, biochemical, DiFMUP fluorescence, recombinant catalytic domain, 10 µM (AID 606); recombinant LYP catalytic domain, DiFMUP fluorescence; higher % means a stronger effect; 52,000 tested, under 10 active; inhibition, % at 10 µM; hits with a dose series show IC50 in µM;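 active = IC50 under 40 µM in the dose-response test; inactive = IC50 of 40 µM or more, or never dose-tested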
DPM-DC inhibit – blocks S. pneumoniae diphosphomevalonate decarboxylase; 65,000 compounds, 0.49% hits; calls only at 10 µM; purified DPM-DC, PK/LDH coupled NADH fluorescence;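 active = the 320 compounds with the highest percent inhibition in the single-dose primary screen, excluding strongly autofluorescent ones, cut at about 32% in these data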;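 also: kinetic rate of NADH fluorescence loss reporting ADP formed by the decarboxylase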
MK inhibit – blocks S. pneumoniae mevalonate kinase | inhibition, % at 10 µM | 65,000 compounds, 0.48% hits | purified MK, PK/LDH-coupled NADH absorbance 340 nm;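 active = ranked among the strongest by inhibition in the single 10 µM screen, a fixed top-ranked set picked for dose follow-up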; also: no value below 0 was filed
PMK inhibit – blocks S. pneumoniae phosphomevalonate kinase. purified PMK, PK/LDH-coupled NADH absorbance 340 nm. AID 539. 65,000 compounds, 0.49% hits. inhibition, % at 10 µM;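 active = top-ranked compounds by inhibition in the single 10 µM screen, taking a fixed number of the strongest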;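 also: 0% = full reaction with DMSO carrier and 100% = background rate without enzyme reaction; no value below 0 was filed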
HT1080 cytotoxicity – HT1080 cell viability loss – fluorescence readout (AID 620); HT1080 viability, fluorescence; higher % means a stronger effect; one-dose cytotoxicity, % at 10 µM; EC50 in µM for titrated hits; 87,000 compounds, 0.42% hits;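 also: cells exposed to compound overnight then 4 h with Alamar Blue; 0% = vehicle DMSO and 100% = killing control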
HPDE-C7 viability – HPDE-C7 pancreatic duct cell viability loss – fluorescence, HTS (AID 430). HPDE-C7 pancreatic duct cells viability, fluorescence; higher % means a stronger effect. one-dose cytotoxicity, % at 10 µM; EC50 in µM for titrated hits. 63,000 compounds, 1.8% hits;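 also: cells exposed to compound for 48 hours before viability readout; 0% = vehicle and 100% = reference cytotoxic drug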
PMK inhibit pilot replicates – recorded beside PMK inhibit, whose call it bears; inhibition, %; measured here: pilot screen replicates
MK inhibit pilot replicates – second read-out of MK inhibit, no call of its own (marks repeat the call); inhibition, %; measured here: pilot screen replicates
DPM-DC inhibit pilot screen % – second read-out of DPM-DC inhibit, no call of its own (marks repeat the call); inhibition, %; measured here: pilot screen trials
Active calls of the source: *; i = inactive; . = not tested or not shown; + = active, no number; & = joins results of further samples. Rule as the data show it, unless noted: active = cytotoxicity above about 50%; inactive = the rest.

The opening three compounds, ahead of the listing:
SMILES	KRASV12 cytotoxicity	TNAP inhibition	Bfl-1 inhibitors	LYP phosphatase	DPM-DC inhibit	MK inhibit	PMK inhibit	HT1080 cytotoxicity	HPDE-C7 viability	others
COC(=O)c1[nH]c2cccc(C)c2c1NC(=O)CN1CCCc2ccccc21	2%	6%	8%	10%	i	7	11	0%	-2%	PMK inhibit pilot replicates=2.5;MK inhibit pilot replicates=0.0;DPM-DC inhibit pilot screen %=0.0
CCn1c(Cc2ccccc2)nnc1SCC(=O)Nc1ccc2c(c1)OCCO2	-5%	8%	-6%	.	.	.	.	-1%	-2%
O=C(CSc1ncnc2sc3c(c12)CCCC3)N1CCC(c2noc3ccc(F)cc23)CC1	5%	11%	0%	0%	i	7	0	-10%	-9%

The list itself, from the start:
SMILES	KRASV12 cytotoxicity	TNAP inhibition	Bfl-1 inhibitors	LYP phosphatase	DPM-DC inhibit	MK inhibit	PMK inhibit	HT1080 cytotoxicity	HPDE-C7 viability	others
COC(=O)c1[nH]c2cccc(C)c2c1NC(=O)CN1CCCc2ccccc21	2%	6%	8%	10%	i	7	11	0%	-2%	PMK inhibit pilot replicates=2.5;MK inhibit pilot replicates=0.0;DPM-DC inhibit pilot screen %=0.0
CCn1c(Cc2ccccc2)nnc1SCC(=O)Nc1ccc2c(c1)OCCO2	-5%	8%	-6%	.	.	.	.	-1%	-2%
O=C(CSc1ncnc2sc3c(c12)CCCC3)N1CCC(c2noc3ccc(F)cc23)CC1	5%	11%	0%	0%	i	7	0	-10%	-9%
COc1ccc(-c2cc(C(=O)N3CC4(C)CC3CC(C)(C)C4)no2)cc1 (stereo not given)	-13%	10%	4%	5%	i	0	21	.	-26%
CCCOC(=O)Cc1n[nH]c(=O)[nH]c1=O	1%	2%	-6%	-7%	+	5	10	-14%	0%
Cc1ccc(-c2nc(CS(=O)(=O)CC(=O)NCCCN3CCN(C)CC3)c(C)o2)cc1	-2%	-4%	-7%	-7%	i	4	3	1%	-6%
COCCOC(=O)C1=C(C)NC(=O)NC1c1ccc(OC(=O)c2ccco2)c(OC)c1 (stereo not given)	-14%	4%	1%	6%	i	3	7	1%	-2%
CC(=O)N1C(C(=O)O)CSC1c1cccc(C)c1 (stereo not given)	-12%	3%	3%	.	i	1	21	.	-2%
O=C(NCC(=O)N(c1ccc2c(c1)OCO2)C(C(=O)NC1CCCC1)c1ccncc1)c1ccco1 (stereo not given)	12%	6%	-1%	.	i	8	14	10%	-6%
COc1cc(OC)cc(C(=O)NCc2n[nH]c(=S)n2-c2ccccc2OC)c1	17%	19%	3%	-1%	i	34	15	-2%	6%	PMK inhibit pilot replicates=6.0;MK inhibit pilot replicates=2.0;DPM-DC inhibit pilot screen %=0.5
CCOC(=O)c1oc2ccccc2c1CSc1nnnn1-c1ccc(OC)cc1	-5%	12%	-2%	11%	i	0	12	15%	-16%	PMK inhibit pilot replicates=2.0;MK inhibit pilot replicates=0.0;DPM-DC inhibit pilot screen %=5.5
CC(C)(C)c1ccc(C(=O)NCc2cccnc2)cc1	-17%	6%	-7%	11%	i	0	23	2%	-18%
COc1ccc(NS(=O)(=O)c2coc(C(N)=O)c2)cc1Cl	19%	24%	4%	2%	i	7	9	-3%	8%	PMK inhibit pilot replicates=1.5;MK inhibit pilot replicates=2.0;DPM-DC inhibit pilot screen %=10
Cc1cc(NCCNC2=CC(=O)CCC2)nc2ccccc12	3%	3%	-4%	7%	i	1	2	-5%	6%
CC(C)NS(=O)(=O)c1ccc(OCC(N)=O)c(Cl)c1	0%	9%	-5%	-2%	i	9	6	3%	6%
CCC(=O)NC(C)c1nc2ccccc2n1C (stereo not given)	-5%	8%	2%	11%	i	11	3	7%	0%
Cc1ccc(OCc2nc(C#N)c(NCc3ccc4c(c3)OCO4)o2)cc1	8%	4%	-6%	0%	i	5	16	2%	8%
CSc1cccc(NS(=O)(=O)c2cccs2)c1	16%	3%	-4%	2%	i	3	0	.	15%
O=c1c2[nH]c3cccc(Cl)c3c2ncn1Cc1ccncc1	-2%	9%	-7%	1%	i	12	1	-2%	-14%
Cc1nc(N2CCN(C)CC2)[nH]c(=O)c1Cc1cccc2ccccc12	6%	14%	-7%	.	i	1	1	11%	2%
O=C(Nc1ccncc1)Nc1ccc(F)cc1F	-5%	0%	-3%	.	i	13	11	12%	-8%
CCC(C)NC(=O)c1n[nH]c(=O)c2ccccc12 (stereo not given)	5%	8%	-1%	0%	i	0	0	8%	-1%
CCc1ccc(CCC(=O)Nc2ccc(S(N)(=O)=O)cc2)o1	.	15%	5%	5%	i	10	5	.	.
Cc1ccc(-c2nnn(CC(=O)N(Cc3cccs3)C(C(=O)NC3CCCC3)c3ccco3)n2)o1 (stereo not given)	66%*	6%	-5%	.	i	7	9	7%	80%*
CCCCC(c1nnnn1C1CCCC1)N1CCN(C(=O)c2ccco2)CC1 (stereo not given)	9%	9%	6%	-4%	i	8	13	-13%	1%
Nc1nncn1C(=O)CCc1ccccc1	4%	8%	0%	8%	i	10	1	4%	-10%
Cc1cc2oc(=O)cc(COC(=O)c3cccc(N(C)C)c3)c2cc1C	-9%	6%	4%	12%	.	3	7	-3%	-16%
CCOC(=O)CCn1nnc(N)n1	1%	4%	-4%	10%	i	3	17	21%	1%
CC(C)(C)n1nnnc1C(c1ccc2ncccc2c1)N1CCSCC1 (stereo not given)	-3%	8%	5%	9%	i	9	15	3%	-12%
COc1ccccc1C(=O)Nc1c(C)n(C)n(-c2ccccc2)c1=O	7%	6%	-2%	.	i	21	0	-2%	0%
CCOC(=O)c1sc(NC(=O)C2CC2)nc1C	-2%	10%	-1%	0%	i	1	4	2%	-6%
CCOC(=O)c1c[nH]c2c(Cl)ccc(Cl)c2c1=O	-13%	1%	-3%	17%	i	3	8	2%	-14%
COCCCn1c(=S)[nH]c2ccc(N3CCOCC3)cc2c1=O	-11%	12%	-1%	.	+	4	15	1%	-11%
COC(=O)CSc1nnc2n1C(C)(C)Cc1ccccc1-2	12%	7%	-8%	4%	i	10	7	1%	11%
COc1cc(C(=O)NCc2cn3ccsc3n2)cc(OC)c1OC	.	.	.	-1%	i	10	10	36%	.
CCCCN(C)C(=O)C(Cc1ccccc1)NS(=O)(=O)c1ccc2c(c1)CCC(=O)N2 (stereo not given)	-8%	-5%	-8%	8%	i	0	12	1%	-11%
CCOC(=O)c1ccccc1NC(=O)CN(c1ccccc1OCC)S(C)(=O)=O	-4%	6%	8%	9%	i	8	13	6%	-5%
CC1=C(C(=O)Nc2ccccc2Cl)C(c2ccc(N(C)C)cc2)NC(=O)N1 (stereo not given)	0%	5%	-1%	10%	i	0	2	0%	-9%
CCOc1ccc(-n2c(=O)c3c(C)c(C)sc3n(CC(=O)NCc3ccco3)c2=O)cc1	6%	13%	-2%	.	i	6	16	3%	-2%
Cc1nc2cc(C(F)(F)F)ccc2n1C1CCN(CC(=O)NC(C)(C)C)CC1	-3%	6%	1%	9%	i	7	11	10%	-15%
CC1CCCC(C)N1C(=O)CN1CCN(c2nc(-c3ccc(F)cc3)cs2)CC1 (stereo not given)	-16%	5%	4%	11%	i	3	0	-21%	-16%
Cc1ccc2sc(NC(=O)CN3C(=O)CCC3=O)nc2c1C	-19%	-2%	-8%	0%	i	1	18	-4%	-6%
O=C(CN1C(=O)CSc2ncccc21)NCCN1CCOCC1	-1%	6%	1%	0%	i	5	6	2%	-10%
Cc1oc(-c2nc3ccccc3n2C)cc1C(=O)c1ccccc1	-2%	8%	9%	17%	i	21	0	-1%	4%
O=C(Nc1ccc(N2CCOCC2)cc1)C1CC1	-4%	10%	3%	1%	i	5	0	-3%	-7%	PMK inhibit pilot replicates=2.0;MK inhibit pilot replicates=0.0;DPM-DC inhibit pilot screen %=1.0
O=C1C2CCCN2C(c2ccc(Br)cc2)N1c1ccc(F)cc1 (stereo not given)	7%	6%	8%	1%	i	10	9	-2%	1%
CC(CCc1ccccc1)NC(=O)C1CCN(c2nnc(-n3cccc3)s2)CC1 (stereo not given)	-11%	-3%	0%	4%	i	4	6	.	-17%
O=C(Nc1cnc2ccccc2c1)N1CCOCC1	-28%	3%	-2%	10%	i	0	4	1%	-31%
COn1c(SCc2cccnc2)nc2ccccc2c1=O	11%	11%	2%	.	i	6	10	2%	13%
COc1cccc(C2=NOC(C(=O)Nc3ccc(OC)c(OC)c3)C2)c1 (stereo not given)	-2%	3%	-5%	8%	i	1	9	2%	2%
O=C(CSc1nnc(-c2cccs2)o1)N1CCCCC1	-8%	7%	-6%	7%	i	12	7	-5%	0%
O=C1CC(c2ccc(F)cc2)Sc2ccccc2N1 (stereo not given)	.	.	.	16%	i	3	10	-2%	.
CCN1CCN(C(c2cc(OC)ccc2OC)c2nnnn2Cc2ccccc2)CC1 (stereo not given)	5%	9%	-4%	9%	i	13	17	36%	5%
COc1ccc(/C(O)=C2/C(=O)C(=O)N(Cc3cccnc3)C2c2ccncc2)cc1F (stereo not given)	-3%	12%	-2%	-12%	i	0	7	-1%	-10%	PMK inhibit pilot replicates=4.0;MK inhibit pilot replicates=0.0;DPM-DC inhibit pilot screen %=5.5
O=C(CSc1nc(NS(=O)(=O)c2ccccc2)cc(=O)[nH]1)Nc1ccc(F)cc1	9%	5%	-2%	0%	i	5	4	6%	14%
CNC(=O)c1cc2c(ccc3ccccc32)oc1=N	30%	13%	34%	3%	.	12	9	6%	20%
Cc1ccc(S(=O)(=O)NC2CCCC(C(=O)O)C2)cc1 (stereo not given)	1%	8%	5%	2%	i	0	3	0%	2%
Cc1ccccc1-c1nc(CS(=O)(=O)CC(=O)Nc2cc(F)ccc2F)c(C)o1	-5%	7%	4%	11%	i	7	2	-1%	3%
COc1cccc(C2CC(c3ccccc3)Nc3ncnn32)c1 (stereo not given)	.	.	.	.	i	10	14	-4%	.
O=C(C1=C(O)C(=O)N(Cc2ccco2)C1c1cccnc1)c1cc2ccccc2o1 (stereo not given)	-32%	13%	-2%	12%	i	0	5	-1%	-19%

Following part
SMILES	KRASV12 cytotoxicity	TNAP inhibition	Bfl-1 inhibitors	LYP phosphatase	DPM-DC inhibit	MK inhibit	PMK inhibit	HT1080 cytotoxicity	HPDE-C7 viability	others
O=c1[nH]cnc2sc3c(c12)CCCC3	7%	20%	9%	7%	i	4	0	2%	-20%
Cc1c(N=Cc2c(O)n(Cc3ccco3)c(=O)c3ccccc23)c(=O)n(-c2ccccc2)n1C	-3%	13%	6%	-3%	i	0	17	-4%&6%	10%
CCOC(=O)CC(=O)CSc1nc(-c2cccnc2)ccc1C#N	-4%	10%	10%	13%	.	1	5	-1%	-7%	PMK inhibit pilot replicates=4.5;MK inhibit pilot replicates=0.0
COC(=O)COn1c(SCC(=O)OC)nc2ccccc2c1=O	-6%	0%	-3%	5%	i	12	3	-3%	-8%
Cc1nn(C)c(C)c1S(=O)(=O)Nc1ccc2c(c1)OCO2	-13%	2%	-1%	.	i	4	10	4%	-6%
CCn1c(NC(=O)c2cccc(Cn3cc(Cl)cn3)c2)nc2ccccc21	3%	16%	-3%	19%	i	2	0	-4%	13%	PMK inhibit pilot replicates=2.0;MK inhibit pilot replicates=0.5;DPM-DC inhibit pilot screen %=5.0
